# Bioassay records (PubChem BioAssay)
# AmpC inh detg – AmpC beta-lactamase inhibition with detergent present; AmpC hydrolysis of nitrocefin, absorbance 480 nm, 0.01% Triton; AID 485294; Potency, µM (top dose mostly 114 µM), for the others: at the highest dose activity change, negative = inhibition, hits mostly inhibitors; 370,000 compounds, 0.041% hits;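 note: potency is the fitted concentration of half-maximal effect; 0% = no-compound wells and -100% = no-enzyme wells; nearly all actives have a fitted effect of over 25% in size; some results filed as inactive show a strong effect at the top dose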
# Target sequence (P00811 whole entry, looked up): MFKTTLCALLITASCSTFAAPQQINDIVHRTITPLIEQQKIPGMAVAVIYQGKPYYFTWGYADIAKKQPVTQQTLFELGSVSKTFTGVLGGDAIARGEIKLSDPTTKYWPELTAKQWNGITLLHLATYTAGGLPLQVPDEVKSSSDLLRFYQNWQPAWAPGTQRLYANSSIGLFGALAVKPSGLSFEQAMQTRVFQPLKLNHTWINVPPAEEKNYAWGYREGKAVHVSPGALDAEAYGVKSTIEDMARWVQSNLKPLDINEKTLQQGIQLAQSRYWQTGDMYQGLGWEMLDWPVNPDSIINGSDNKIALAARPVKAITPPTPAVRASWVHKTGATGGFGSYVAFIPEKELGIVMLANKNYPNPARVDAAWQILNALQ
#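 20 mM phosphate pH 7.0 + 0.01% (detergent screen) or 0.0001% Triton X-100; 5.3 nM AmpC reagent; cpd preinc 15 min RT; nitrocefin (800 uM stock) to start; A480 q20 s × 4 min; Activity was normalised to no-enzyme and no-compound control wells.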
# AMA1-RON2 inh – inhibitors of Plasmodium falciparum AMA1-RON2 interaction; 360,000 compounds, 0.2% hits; Potency, µM (titrated, usually from 58.2 µM), for the others: at the highest dose activity change, negative = inhibition, hits mostly inhibitors; AlphaScreen AMA1-biotinylated RON2 peptide binding;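 note: potency is the fitted concentration of half-maximal effect; 0% = vehicle wells and -100% = peptide control; nearly all actives have a fitted effect of over 45% in size; some results filed as inactive show a strong effect at the top dose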
#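 AMA1 (3D7) with his tag at 25 nM final met compounds first, then biotinylated RON2 peptide at 25 nM; detection used donor plus acceptor beads, 10 µg/mL apiece, read by AlphaScreen after 30 min at room temperature.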
# HCMV antiviral – human cytomegalovirus inhibition | HFF cells, HCMV-luciferase reporter, 72 h; active compounds read low | activity change, negative = inhibition, % at 57.5 µM | 410,000 compounds, 4.5% hits; in the data active = activity change below about -60%; inconclusive = no clear call, values can overlap the other calls; inactive = above about -39%
#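 Inhibition of viral replication was scored as loss of reporter luminescence in HFFs infected with HCMV-luciferase (MOI 1 PFU/cell) for 72 h; compounds tested at 2 doses, normalized to buffer and Salinomycin controls.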
# Sm TGR inh – S. mansoni TGR enzyme inhibition; 360,000 compounds, 3% hits; Q962Y6; purified TGR, DTNB reduction, TNB absorbance 405 nm; Potency, µM (titrated, usually from 114 µM), inactives show at the top dose activity change, negative = inhibition, hits mostly inhibitors; note: potency is the fitted concentration of half-maximal effect; nearly all actives have a fitted effect of over 60% in size
#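 TGR 20 nM + NADPH 100 uM (dispensed conc.), cpd preinc 15 min RT; start with NADPH (500 uM addition) then DTNB (15 mM addition). Kinetic TNB absorbance, 405 nm filter. Four-parameter Hill fit across titration.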
# Giardia FBPA inh – Giardia lamblia aldolase inhibition | A8B2U2 | purified Giardia FBPA | Potency, µM (doses to about 59.6 µM), without a hit: at the highest dose activity, negative = inhibition, usual class: inhibitors | 290,000 compounds, 0.71% hits | AID 2451; note: potency is the fitted concentration of half-maximal effect; nearly all actives have a fitted effect of over 55% in size
# Target sequence (A8B2U2 whole entry, looked up): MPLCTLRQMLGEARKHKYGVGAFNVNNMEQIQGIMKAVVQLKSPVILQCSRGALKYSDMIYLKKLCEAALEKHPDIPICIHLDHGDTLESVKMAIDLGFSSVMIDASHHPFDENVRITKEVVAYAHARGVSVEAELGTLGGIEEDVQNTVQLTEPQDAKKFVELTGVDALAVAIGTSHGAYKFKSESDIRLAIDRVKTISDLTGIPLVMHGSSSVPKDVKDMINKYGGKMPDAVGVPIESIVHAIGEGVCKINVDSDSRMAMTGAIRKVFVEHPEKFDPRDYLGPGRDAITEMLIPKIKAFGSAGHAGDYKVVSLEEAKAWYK
#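 40 nM FBPA preincubated 10 min at RT with compound (up to 57.5 uM final), then substrate plus GAPDH/TPI/NAD/arsenate coupling and diaphorase/resazurin added. Fluorescence read after 20 min at RT, 525/598 nm.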
# HCV inh – blocks hepatitis C virus. AID 651820. Huh7.5.1 HCVcc-Cre infection, luciferase reporter, 44 h. 340,000 compounds, 3.4% hits. Potency, µM (highest dose often 41.8 µM), without a hit: at the top dose activity change, negative = inhibition, hits mostly inhibitors; note: potency is the fitted concentration of half-maximal effect
#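 Antiviral activity was scored by luciferase reporter output from cells infected with HCVcc-Cre (~0.5 moi) in presence of compound, 44 h infection period, cells seeded 1,000/well 4 h prior.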
# Starred values were filed as active, the others as inactive; ? = inconclusive; . = not tested or not shown; [ ] = remark or other dose. Unless noted, calls come from the whole dose curve; as a rule, active = well fitted curve in the direction sought with a large enough effect; inconclusive = small, poorly fitted or top-dose-only effect, or another doubt; inactive = no such curve, though single readings can be large; an effect the other way counts as inactive or inconclusive. Unless noted, % is set by controls: 0 for no effect and ±100 for the full control effect.
# The line under a structure holds: AmpC inh detg, AMA1-RON2 inh, HCMV antiviral, Sm TGR inh, Giardia FBPA inh, HCV inh
COc1ccc(C2NCCc3c2[nH]c2ccccc32)cc1CN1CCc2cc(OC)c(OC)cc2C1C (stereo not given)
    6.7%, -7.4%, ., -17.4%, -9.5%, 11.2µM*
O=C1CCCc2nc(N3CCN(c4ccccc4)CC3)ncc21
    -2.9%, -5.1%, -9.5, 5.8%, 1.4%, 16.0%
CC(C)CN1CCN=C1Nc1ccccc1
    -16.6%, 3.9%, -18.1, -11.8%, -1.5%, 13.8%
CCSc1nc2sc3c(c2c(=O)n1-c1ccccc1)CCN(C(C)C)C3
    -4.8%, -7.5%, ?, ?, -1.6%, ?
CCCCn1c(N)c(N(CCOC)C(=O)COc2ccc(OCC)cc2)c(=O)[nH]c1=O
    -7.8%, 2.9%, 34.1, -4.1%, ., 7.6%
CCOC(CNC(=O)C1CCN(S(=O)(=O)c2ccc3nc4c(c(C(=O)O)c3c2)CC(C)CC4)CC1)OCC (stereo not given)
    ?, -5.1%, -17.9, 1.5%, ?, 17.2%
CCCCNC(=O)c1ccc2c(c1)NC(=O)C(CS(=O)(=O)Cc1ccc(C)cc1)N2 (stereo not given)
    -4.5%, ., 10.7, -11.6%, ., .
Cc1ccc(CNC(=O)c2ccc(Cn3c(=O)c4ccccc4n(CC(=O)Nc4c(C)cc(C)cc4C)c3=O)cc2)cc1
    9.7%, ., -33.0, 5.4%, ., .
CC(NC(=O)c1cc(S(=O)(=O)N2CCOCC2)ccc1F)c1ccc(-n2ccnc2)cc1 (stereo not given)
    -2.8%, -1.1%, -10.2, 6.1%, ., ?
COc1ccc(-n2c(SCC(=O)Nc3ccccc3)nnc2-c2ccoc2C)cc1
    ., -16.5%, ?, ., ., -11.1%
Cc1cccc(Cc2c(C)nc3nc(SCc4cccc(F)c4)nn3c2C)c1
    -7.6%, ., 14.8, -0.2%, ., .
NNc1nc(-c2ccccc2)c2cc(Cl)ccc2n1
    6.1%, 41.3%[activator], -32.9, 3.0%, -0.2%, -4.4%
COc1ccc(Br)cc1CNCC1CCCO1 (stereo not given)
    -12.0%, -2.2%, 82.4, -15.7%, -21.6%, 3.2%
CCc1ccc(NC(=S)Nc2ccc3cn[nH]c3c2)cc1
    ?, 30.1%[activator], 6.8, 1.1%, -18.5%, -19.8%
COC(=O)c1c(NC(C)=O)sc(C(=O)Nc2ccccc2OC)c1C
    7.6%, -7.6%, 3.6, 16.0%, -2.7%, ?
COc1ccc(CCNC(=S)NC2CCN(Cc3ccccc3)CC2)cc1OC
    -4.1%, -10.0%, -20.7, 4.4%, -1.9%, -25.4%
C=C1CCN(c2ccc(C(=O)NCCC)cc2[N+](=O)[O-])CC1
    ., -17.6%, -1.4, ., ., 10µM*
O=[N+]([O-])c1ccc(COn2nnc3ccccc32)cc1
    ?, -4.2%, ?, -5.1%, 0.0%, -10.8%
Cc1ccc(C)c(S(=O)(=O)N2CCCC2CNC(=O)c2ccc([N+](=O)[O-])cc2)c1 (stereo not given)
    -12.8%, 4.8%, -29.5, 1.1%, ., 11.2µM*
COc1cc(NC(=O)CN(C)S(=O)(=O)c2cccs2)cc(OC)c1
    -3.3%, 2.1%, 41.1, 2.9%, -3.7%, 13.3%
CCOC(=O)c1ccc(NC(=S)NNC(=O)c2cc(-c3cccnc3)nc3ccccc23)cc1
    2.0%, 108.1%[activator], 58.7, -20.2%, ., 1.9%
Cc1ccc(C[C@H](C(=O)O)N2C(=O)c3ccc(C(=O)O)cc3C2=O)cc1
    ?, ., ., -9.5%, 10.8%, .
Cc1cc(N2CC(C)OC(C)C2)nc(C(C)C)n1 (stereo not given)
    ?, 3.1%, -26.3, -1.1%, 4.5%, ?
COc1ccc(C2c3c(-c4ccccc4)n[nH]c3C(=O)N2c2ccc(C(=O)O)cc2)c(OC)c1 (stereo not given)
    3.1%, ., -1.5, 8.2%, ., .
O=C(NCCc1nnc2ccc(NCc3ccc(F)cc3)nn12)c1ccccc1
    ?, 7.4%, 0.0, 2.5%, -0.1%, 11.2%
O=C(NCC(c1ccco1)N1CCN(c2ccc(F)cc2)CC1)C1CCCCC1 (stereo not given)
    ?, -10.2%, -23.0, 2.6%, ., -8.5%[8.37 µM]
CC(C)(C)c1cc([N+](=O)[O-])cc(C(C)(C)C)c1O
    3.3%, -9.2%, -99.8*, -1.0%, -1.0%, 10µM*
COc1ccc(-c2cn[nH]c2-c2ccc(OCc3ccc([N+](=O)[O-])cc3)cc2O)cc1
    7.3%, 55.1%[activator], -93.0*, -0.8%, 3.3%, ?
COc1cccc(N2C(=O)CC(Nc3ccc(N4CCOCC4)cc3)C2=O)c1 (stereo not given)
    -4.7%, -7.9%, ., ?, -24.0%, 18.0%
Cc1cc(C)nc(N(C#N)S(=O)(=O)c2ccc(Br)cc2)n1
    -3.0%, ., ., -2.3%, 9.8%, .

# Retrieved one by one from the list above, 3 records:
# The line under a structure holds: AmpC inh detg, AMA1-RON2 inh, HCMV antiviral, Sm TGR inh, Giardia FBPA inh, HCV inh
C=C1CCN(c2ccc(C(=O)NCCC)cc2[N+](=O)[O-])CC1
    ., -17.6%, -1.4, ., ., 10µM*
COc1ccc(-c2cn[nH]c2-c2ccc(OCc3ccc([N+](=O)[O-])cc3)cc2O)cc1
    7.3%, 55.1%[activator], -93.0*, -0.8%, 3.3%, ?
COc1cccc(N2C(=O)CC(Nc3ccc(N4CCOCC4)cc3)C2=O)c1 (stereo not given)
    -4.7%, -7.9%, ., ?, -24.0%, 18.0%

# Other results follow.
# The line under a structure holds: AmpC inh detg, AMA1-RON2 inh, HCMV antiviral, Sm TGR inh, Giardia FBPA inh, HCV inh
CCN(CC)CCCNC(=O)CN1C(=O)CCn2nc(-c3cn(C)c4ccccc34)cc21
    -1.4%, ., -6.1, -2.8%, ., .
CSc1nc(-c2ccccc2)nc(N)c1C(C)=O
    2.6%, ., ., -18.0%, -0.5%, .
Cc1cccc2sc(NC(=O)c3ccc(NS(=O)(=O)c4cccs4)cc3)nc12
    2.8%, -6.0%, -2.8, -1.2%, 11.5%, ?
CC(C)CC(NC(=O)C1CCCCC1)C(=O)NC(C)c1ccccc1 (stereo not given)
    -12.5%, -1.4%, -34.7, 9.8%, 7.9%, -8.0%
COc1cccc(-n2cnnc2SC(C)C(=O)NC2CCCC2)c1 (stereo not given)
    0.8%, 0.5%, 98.4, 50.1µM*, ., ?
COc1ccc(NC(=O)CC2C(=O)Nc3ccccc3N2CC(=O)N2CCCC2)cc1 (stereo not given)
    -0.5%, 18.5%, -17.3, -5.6%, ., 7.4%
O=[N+]([O-])c1cccc(CNC2CCCCCC2)c1
    ?, 9.5%, -30.8, ., 1.1%, 15.9%
Cc1cc(C[n+]2ccsc2N)c2ncccc2c1
    -0.3%, 4.3%, -15.4, 0.4%, 4.1%, -5.3%
COc1cccc(/C=N/N(C)C2=NS(=O)(=O)c3ccccc32)c1O
    5.5%, 13.7%, -26.8, -2.5%, 0.8%, 11.3%
Cc1ccc(CCNC(=O)c2cccc(NC3=NC4CS(=O)(=O)CC4S3)c2)cc1 (stereo not given)
    -11.4%, 1.4%, ?, 7.3%, -7.7%, -1.6%
COC(=O)c1sccc1NC(=S)N1C(C)CCCC1C (stereo not given)
    2.4%, 0.5%, -2.6, 1.8%, -7.1%, ?
CC1CCN(C(C)C(=O)Nc2ccc(S(=O)(=O)N3CCCC3)cc2)CC1 (stereo not given)
    ?, -0.3%, -17.3, -14.7%, ., ?
CCNc1nc(NCC)nc(NS(=O)(=O)c2ccc(N)cc2)n1
    -4.4%, -2.5%, -2.8, -11.9%, -14.2%, 7.7%
Cc1ccc(SC(=O)COc2ccccc2C)cc1
    0.4%, 68.1%[activator], 57.0, 11.2µM*, 6.1%, -6.2%
COc1ccc(CCN(/C=C2\Sc3ccccc3C2=O)C(C)=O)cc1OC
    -4.8%, 40.4%[activator], 90.1, -20.2%, -4.5%, 9.0%
CN1CCN(S(=O)(=O)c2ccc(NS(=O)(=O)c3ccccc3)cc2)CC1
    -6.4%, 1.4%, -9.3, -20.9%, ., 6.9%
COc1ccc(CC(=O)Nc2sc3c(c2C(=O)Nc2cccc(Cl)c2)CCCCC3)cc1
    3.2%, ., -106.4*, -1.0%, ., .
O=C(Oc1c(-c2ccccc2Cl)oc2ccccc2c1=O)c1ccc(Cl)cc1
    -5.8%, -0.7%, 8.0, -13.4%, -4.1%, 2.4%
O=C(c1ccc2c(c1)N(Cc1ccccc1)C(=O)c1ccccc1S2(=O)=O)N1CCCC1
    -1.2%, ., -21.3, 0.2%, ., .
Cn1cc(S(=O)(=O)N2CCN(C(=O)c3ccco3)CC2)c(=O)n(C)c1=O
    ?, -0.2%, 48.2, 2.8%, 2.7%, 12.2%
C=CCN(CC=C)S(=O)(=O)c1ccc(NC(=S)NC(=O)C2CC2)cc1
    2.3%, 16.0%, -34.2, -26.4%, -14.8%, ?
Cc1cccc(N2CCN(S(=O)(=O)c3cc4c(cc3Cl)NC(=O)CO4)CC2)c1C
    -13.3%, 0.0%, 8.9, 0.2%, -6.6%, 15.3%
CC(=O)Cc1nsc(NC(=O)c2ccc(-c3cc(Cl)ccc3Cl)o2)n1
    -0.7%, 131.0%[activator], 0.0, 6.1%, -10.0%, ?
N=c1c2c3c(sc2ncn1N)CCCCC3
    -14.4%, 2.7%, 12.8, -4.3%, 0.0%, ?
CC(=O)Nc1cc(C(=O)Nc2ccc3c(c2)N(C)C(=O)c2ccccc2S3)ccc1C
    5.2%, ., 2.5, -3.2%, ., .
Cc1cc(CCNC=O)c(C)c2c1sc1ccccc12
    ., 8.7%, -0.4, ., ., ?
CCOC(=O)C1=C(c2ccccc2)Nc2c(c(=O)n(C)c(=O)n2C)C1c1ccc(O)c(OC)c1 (stereo not given)
    1.0%, 3.7%, 63.5, -13.7%, -0.9%, -6.8%
COc1ccc(OC)c(C(=O)NC(CC(N)=O)c2ccc(N3CCC(N4CCCCC4)CC3)c([N+](=O)[O-])c2)c1 (stereo not given)
    ?, 14.1%, -14.5, 3.9%, 3.5%, 11.5%
CCc1ccc(NC(=O)CSc2n[nH]c(C)c2[N+](=O)[O-])cc1
    -0.6%, -3.9%, 13.5, -7.5%, 2.8%, -0.9%
COc1ccc(CNC(=O)C(c2ccco2)N(C(=O)Cc2cccs2)c2cccnc2)cc1 (stereo not given)
    9.1%, -3.8%, 31.9, -0.4%, 12.5%, -3.5%
O=C(CN1CCC(NC(=O)c2cccc(F)c2)CC1)NCc1cccs1
    5.6%, -13.4%, -10.9, 0.0%, 2.5%, 8.0%
CCOc1cc(/C=N/NC(=O)CN2CCOCC2)ccc1OCc1ccccc1
    -18.5%, 13.1%, -28.8, -7.3%, 0.0%, ?
Cc1ccc(S(=O)(=O)N2CCC(C(=O)OCC(=O)N3CC(C)CC(C)C3)CC2)cc1C (stereo not given)
    ?, -22.2%, 1.5, 1.4%, ., ?
Cc1ccc([N+](=O)[O-])cc1NC(=S)NCCc1ccccc1
    -6.8%, 32.1%[activator], 27.3, -32.6%, ., -27.9%
COCC(=O)N1CCC(Oc2ccc(C(=O)N3CCCCC3COC)cc2)CC1 (stereo not given)
    3.6%, 7.2%, -1.1, -12.7%, 11.6%, 15.0%
